Screening data (PubChem BioAssay)
PfHsp40 rescue = rescue of yeast from PfHsp40 toxicity, primary screen, S. cerevisiae, ATP luminescence; S. cerevisiae expressing PfHsp40, growth rescue; hit rate 0.68% among 340,000; AID 504582, 2011; growth rescue, % at 12.5 µM; in the data active = growth rescue above about 28%, passing the limit was not always enough; inconclusive = no clear call, values can overlap the other calls;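 also: yeast W303a lacking pdr1 and pdr3 grown in galactose medium; growth measured after three days at 30 °C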
PriA SSB inh = inhibitors of Klebsiella pneumoniae PriA binding to SSB C-terminal tail, primary screen, biochemical, AlphaScreen | PriA–SSB C-terminal tail interaction (Klebsiella pneumoniae) | AlphaScreen SSBct-PriA binding, biotinylated peptide | inhibition, % at 33 µM | hit rate 0.6% among 430,000; in the data active = inhibition mostly above about 37%, no sharp cut-off; inactive = mostly below about 20%;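 also: plate controls were negative control peptide for no effect and reference peptide for full effect; strong numbers were not always called active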
BH1578 lux ind = inducers of Vibrio cholerae quorum light production without autoinducers, primary screen, BH1578 luxS cqsA deficient, single point. V. cholerae BH1578 lux reporter, luminescence, 6 h. activation, % at 18.7 µM. hit rate 0.16% among 350,000; in the data active = activation mostly above about 9.7%, no sharp cut-off; inconclusive = no clear call, values can overlap the other calls; inactive = mostly below about 3.7%; also: not every result past the cut was called active; inactives centre near 0; reference of the scale not given here
3CLpro inhibitor = SARS-CoV 3CLpro protease inhibitors, primary screen, biochemical, quenched FRET; Replicase polyprotein 1ab (Severe acute respiratory syndrome coronavirus), P0C6X7; recombinant SARS-CoV 3CLpro, quenched FRET peptide cleavage; hit rate 0.14% among 290,000; inhibition, % at 6 µM; in the data active = inhibition above about 12%
TcdB GH inh = TcdB glycohydrolase inhibitors, primary screen, biochemical, single point, plate reader | Toxin B (Clostridioides difficile), P18177 | TcdB glycohydrolase enzymatic assay | inhibition, % at 9.99 µM | hit rate 0.24% among 350,000; in the data active = inhibition above about 10%
BoNT A protease = BoNT/A light chain protease inhibitors, primary screen, biochemical, flow cytometry, MLPCN library; inhibition, % at 10 µM; AID 588499, 2011; multiplex microsphere protease substrate cleavage; Botulinum neurotoxin type A light chain protease (Clostridium botulinum A str. ATCC 3502); hit rate 0.17% among 360,000; also: plate controls were buffer without enzyme for full effect and enzyme alone for no effect
PrPC surface inh = inhibitors of human cell surface prion protein PrPC, primary screen, cell-based, TR-FRET; AID 720596, 2013; inhibition, % at 13.8 µM; Major prion protein (Homo sapiens), P04156; TR-FRET read-out; hit rate 0.43% among 370,000; in the data active = inhibition above about 24%; also: 0% = median of the test wells and 100% = reference compound wells
Anthrax LF inh2 = Bacillus anthracis LF protease inhibitors, primary screen, biochemical, multiplex microsphere, MLPCN library; Lethal factor (Bacillus anthracis), P15917; hit rate 0.12% among 360,000; multiplex microsphere protease cleavage assay; AID 588501, 2011; inhibition, % at 10 µM; also: plate controls were buffer without enzyme for full effect and enzyme alone for no effect
Target sequence (P15917 whole entry, looked up): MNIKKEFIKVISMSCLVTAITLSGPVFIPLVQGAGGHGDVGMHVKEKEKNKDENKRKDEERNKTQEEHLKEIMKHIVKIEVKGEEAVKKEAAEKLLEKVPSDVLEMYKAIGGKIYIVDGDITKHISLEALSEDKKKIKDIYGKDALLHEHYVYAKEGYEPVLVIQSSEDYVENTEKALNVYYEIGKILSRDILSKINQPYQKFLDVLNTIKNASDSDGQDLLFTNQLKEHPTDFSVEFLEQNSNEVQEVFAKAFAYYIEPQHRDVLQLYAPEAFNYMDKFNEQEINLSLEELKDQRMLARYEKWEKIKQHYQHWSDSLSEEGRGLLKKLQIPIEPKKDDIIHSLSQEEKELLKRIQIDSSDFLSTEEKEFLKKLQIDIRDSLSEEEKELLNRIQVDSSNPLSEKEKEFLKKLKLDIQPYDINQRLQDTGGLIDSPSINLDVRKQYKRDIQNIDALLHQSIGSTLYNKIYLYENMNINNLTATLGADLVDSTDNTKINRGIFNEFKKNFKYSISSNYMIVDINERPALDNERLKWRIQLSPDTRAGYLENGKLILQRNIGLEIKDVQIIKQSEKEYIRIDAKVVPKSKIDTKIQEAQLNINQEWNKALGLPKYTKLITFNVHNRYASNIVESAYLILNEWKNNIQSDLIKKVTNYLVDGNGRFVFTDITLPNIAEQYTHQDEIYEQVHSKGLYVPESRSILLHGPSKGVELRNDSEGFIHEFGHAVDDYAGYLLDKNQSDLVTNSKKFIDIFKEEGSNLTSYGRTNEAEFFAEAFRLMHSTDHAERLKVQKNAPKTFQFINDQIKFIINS
Y pestis TopoI = Yersinia pestis topoisomerase I inhibitors, primary screen, biochemical, cleavage product accumulation, plate reader, single point | AID 504884, 2011 | hit rate 0.064% among 360,000 | Y. pestis Topo-I cleavage product accumulation | activity, % at 10 µM | DNA topoisomerase I (Yersinia pestis CO92); in the data active = activity above about 50%, passing the limit was not always enough; inconclusive = no clear call, values can overlap the other calls; also: inactives centre near 2
Numbers without * were called inactive; i = inactive; ? = inconclusive; . = no result given; & = joins results of further samples. Rule as the data show it, unless noted: active = inhibition above about 30%; inconclusive = no clear call, values can overlap the other calls; inactive = below that. Only part of the results is shown; rates above refer to the full screens.

SMILES | PfHsp40 rescue | PriA SSB inh | BH1578 lux ind | 3CLpro inhibitor | TcdB GH inh | BoNT A protease | PrPC surface inh | Anthrax LF inh2 | Y pestis TopoI
Cc1cnc(C(=O)OCC(=O)Nc2ccc(C)c(S(=O)(=O)N3CCCCCC3)c2)cn1 | 0.0 | 0 | -0.2 | 1 | 0.7 | -0.5 | 3 | -6 | 18
CN(C(=O)COc1ccc(S(=O)(=O)N2CCOCC2)cc1[N+](=O)[O-])C1CCS(=O)(=O)C1 (stereo not given) | 4.7 | -4 | -0.1 | -5 | 0.5 | 0.0 | -11 | -5 | -8
COc1c(F)c(F)c(C(=O)O)c(Nc2cccc(C)c2)c1F | 0.3 | 11 | i | 4 | 1.5 | 0.8 | 4 | -3 | -10
N#Cc1c(NC(=O)c2ccc(N3CCOCC3)c([N+](=O)[O-])c2)sc2c1CCCC2 | -0.3 | -1 | -1.5 | -6 | 1.3 | -0.5 | 2 | -2 | 0
COC(=O)c1nnn(-c2ccc(F)c(Cl)c2)c1C(=O)OC | -0.5 | -5&-9 | i | -6 | 1.3 | -0.6 | -8 | -3 | -4
COc1cc2c(cc1OC)C(NC(=O)C(F)(F)F)CNC2=O (stereo not given) | 1.2 | -4 | i | 9 | 1.2 | -1.8 | 1 | 4 | 0
CCOC(=O)C1CCN(CC(O)COc2ccc(C(C)(C)C)cc2)CC1 (stereo not given) | 1.2 | -2 | -0.5 | 0 | . | -0.2 | 1 | -3 | 21
CC1CCCCN1C(=O)CSc1nnc2c(n1)[nH]c1ccccc12 (stereo not given) | -0.3 | -5 | i | -4 | -4.0 | -1.5 | -7 | -3 | 2
O=C(O)Cc1c(-c2ccccc2)c2cc(Br)ccc2[nH]c1=O | 0.1 | 3 | i | -2 | 1.2 | 0.4 | -3 | -7 | 8
CN(CC(=O)Nc1ccccc1Cl)C(=O)COC(=O)c1ccc([N+](=O)[O-])s1 | 2.1 | 12 | i | . | 0.5 | -0.3 | -38 | -4 | -7
COc1ccc(C(=O)NCc2ccco2)cc1S(=O)(=O)NC1CC1 | -0.6 | 6 | -2.7 | . | -1.4 | 1.2 | 1 | 0 | 0
S=C1NCN(C2CCCCC2)CN1CCc1ccccc1 | . | -7 | -0.6 | -3 | -0.5 | 0.2 | -3 | ? | 9
CC(C)Cc1nnc(NC(=O)CCc2ccccc2)s1 | ? | -5 | 0.4 | -3 | 1.5 | . | 4 | . | 2
O=c1cc(-c2ccc(Cl)cc2)oc(=O)[nH]1 | 0.4 | -5 | i | -3 | 1.8 | ? | 9 | -6 | 3
Cc1cccc(C(=O)OCC(=O)NN2C(=O)NC3(CCCCC3)C2=O)c1 | -0.2 | 4 | i | . | -5.8 | -2.7 | 1 | 1 | -1
Cc1cc(NC(=O)c2ccc3c(c2)C(=O)N(Cc2cccnc2)C3=O)no1 | -0.8 | -17 | -17 | 0 | . | 0.3 | -1 | -4 | -1
Clc1ccc(-c2cc(C3CCNCC3)[nH]n2)c(Cl)c1 | -0.7 | 6 | -0.3 | 5 | 0.2 | -1.3 | -9 | -8 | -11
CCc1nnc(NC(=O)CCC(=O)Nc2ccccc2)s1 | -0.7 | 17 | i | -5 | . | -1.3 | 0 | -2 | 7
O=C(CCN1C(=O)c2ccccc2C1=O)NC1=NCCS1 | 0.7 | 7 | i | 4 | . | -0.4 | 5 | -3 | 1
Cc1ccc(C(=O)NC2c3ccccc3-c3ccccc32)cc1 | 1.3 | -6 | -0.8 | 3 | . | -0.9 | -2 | -3 | -3
CCOC(=O)c1c(NC(=O)C2=C(C)NC(=S)NC2c2ccc(F)cc2F)sc(C)c1C (stereo not given) | -0.6 | -10 | i | 1 | 0.2 | -1.0 | -1 | -1 | 19
Cc1c(NC(=O)CSc2nnnn2C)c(=O)n(-c2ccccc2)n1C | -0.1 | -14 | -0.6 | -1 | . | 0.7 | -8 | 3 | -2
O=C(NCC(=O)N1CCN(Cc2ccc3c(c2)OCO3)CC1)c1ccccc1F | 0.3 | -4 | i | . | 0.7 | 0.1 | 8 | -2 | -3
CC(OC(=O)CC1CC2CCC1C2)C(=O)Nc1cccc(S(=O)(=O)N2CCOCC2)c1 (stereo not given) | -1.5 | -2 | i | . | 0.9 | 2.5 | 2 | -4 | 20
CCC(CC)NC(=O)Nc1ccc(F)cc1F | 1.6 | -2 | -0.5 | 4 | 0.7 | -0.8 | 3 | 0 | -3
CCOC(=O)C1(CCc2ccccc2)CCN(Cc2ccc(C(=O)OC)cc2)CC1 | 2.6 | -15 | i | -1 | -0.1 | -1.5 | 3 | -16 | 33
CCCNC(=O)Cn1c(=O)oc2cc(S(=O)(=O)N3CC(C)CC(C)C3)ccc21 (stereo not given) | 0.1 | -8 | -2.6 | 1 | -10 | . | -2 | . | -10
Cc1nc(Cl)c(C(=O)NCc2ccccc2)c(C)c1[N+](=O)[O-] | 0.0 | 6 | -7.7 | 0 | 0.7 | -0.8 | -5 | -12 | 3
CC(C)N1C(=O)CCN(C=O)c2ccccc21 | -2.0 | -9 | -0.3 | 2 | 3.6 | -2.9 | 8 | 3 | -10
CCc1ccc(OCC(=O)Nc2ccc(S(=O)(=O)Nc3cc(C)on3)cc2)c(Br)c1 | 1.6 | 5 | i | 11 | 0.8 | 1.2 | 0 | 0 | 27
COc1ccc(-c2cc(C(=O)N3CCN(c4ncccn4)CC3)c3ccccc3n2)c(OC)c1 | ? | -15 | -0.3 | 4 | . | 0.4 | 0 | -1 | 25
Cc1cc(C)cc(C(O)c2ncc(-c3ccc(C(F)(F)F)cc3)[nH]2)c1 (stereo not given) | . | . | -0.7 | . | 2.3 | -0.7 | -1 | 3 | -8
CC1CCCCC1NCC(=O)Nc1ccccc1-c1ccccc1 (stereo not given) | 1.6 | -8 | 1.4 | 1 | . | -1.3 | 15 | -3 | 4
CCOC(=O)c1c(NC(=O)CCN2C(=O)c3ccccc3C2=O)sc(C(=O)OC(C)C)c1C | 0.2 | -2 | i | -1 | . | ? | 4 | -4 | -5
CN=C1SC(C(=O)O)CC(=O)N1C (stereo not given) | 0.7 | -9 | -0.2 | 0 | . | -0.5 | 0 | -1 | 3
CCCc1[nH]n(-c2nc3ccccc3s2)c(=O)c1C=NCCN1CCOCC1 | -0.2 | -1 | -2.0 | 4 | . | ? | -1 | -7 | 9

Sorted by SMILES length (low to high): part of the list above.
SMILES | PfHsp40 rescue | PriA SSB inh | BH1578 lux ind | 3CLpro inhibitor | TcdB GH inh | BoNT A protease | PrPC surface inh | Anthrax LF inh2 | Y pestis TopoI
CCC(CC)NC(=O)Nc1ccc(F)cc1F | 1.6 | -2 | -0.5 | 4 | 0.7 | -0.8 | 3 | 0 | -3
CC(C)N1C(=O)CCN(C=O)c2ccccc21 | -2.0 | -9 | -0.3 | 2 | 3.6 | -2.9 | 8 | 3 | -10
CCCNC(=O)Cn1c(=O)oc2cc(S(=O)(=O)N3CC(C)CC(C)C3)ccc21 (stereo not given) | 0.1 | -8 | -2.6 | 1 | -10 | . | -2 | . | -10

The list continues.
SMILES | PfHsp40 rescue | PriA SSB inh | BH1578 lux ind | 3CLpro inhibitor | TcdB GH inh | BoNT A protease | PrPC surface inh | Anthrax LF inh2 | Y pestis TopoI
CCC(Sc1ncccc1C(=O)O)C(=O)N1CCCC1 (stereo not given) | -0.3 | -11 | -2.9 | 2 | 3.1 | -4.5 | 2 | -3 | 4
Cc1c[n+]([O-])cc(C)c1[N+](=O)[O-] | -0.6 | -12 | 2.7 | . | 0.3 | -0.7 | 0 | -8 | -4
O=C1c2ccc(-c3ccc(Cl)c(C(F)(F)F)c3)cc2S(=O)(=O)c2cccc(C(=O)N3CCN(c4ncc(Br)cn4)CC3)c21 | 0.8 | -10 | -0.7 | . | 0.3 | 0.1 | -9 | -7 | 3
CCCCNC(=O)Nc1ccc(C2SCCS2)cc1 | 0.1 | -4 | 0.4 | -1 | 1.3 | -1.7 | -3 | -11 | -7
Cc1cc(=O)n2[nH]cc(-c3ccccc3)c2n1 | -0.5 | -6 | 0.3 | -1 | 0.8 | -1.2 | 1 | -8 | -1
O=C(O)c1ccccc1-c1ccc(C=C2C(=O)N(c3ccccc3)C(=S)N(c3ccccc3)C2=O)o1 | 3.7 | -1 | -1.6 | -6 | -0.5 | 1.5 | -4 | 11 | -7
O=C(Nc1ccc(Br)cc1)c1cc(-c2ccc3c(c2)OCO3)on1 | 1.5 | -10 | -1.8 | 3 | -0.2 | -2.7 | 1 | -12 | 4
COc1ccc(N(CC(=O)N2CCCCCC2)S(=O)(=O)c2ccccc2)cc1 | 1.1 | -7 | -0.1 | -3 | 0.4 | 3.0 | 2 | -1 | 10
Cc1ccc(-c2csc(N(CCc3ccccc3)C(=O)COc3ccccc3)n2)cc1 | -0.4 | -8 | -0.3 | 6 | . | 2.3 | 0 | 2 | 2
Cc1cccc2c(-c3ccccc3)cc(=O)[nH]c12 | 0.5 | 15 | 5.0 | 6 | . | 1.4 | 5 | 2 | 14
COc1ccc(Cl)cc1NC(=O)CSc1nc(-c2ccccc2)cc(=O)[nH]1 | 1.2 | -4 | 0.5 | 5 | 0.2 | . | 7 | . | 12
COc1ccc(/C=N/n2c(C)cc(C)c(C(N)=O)c2=O)cc1 | 1.5 | . | -0.4 | 0 | . | 0.0 | -8 | -2 | 0
COc1nc(N(C)C)nc(N(OC)S(=O)(=O)c2ccccc2Cl)n1 | -1.0 | -1 | 2.2 | -4 | . | 0.3 | 5 | 3 | 11
C[C@H](O)CC1=C[C@H](O)[C@@H](C)OC1=O | 0.0 | -1 | -0.1 | 5 | -0.1 | 0.4 | 5 | -2 | -5
COc1ccccc1/C=C1\SC(=S)N(N2C(=O)CCCC2=O)C1=O | -0.1 | 20 | i | 1 | 0.1 | 1.5 | 7 | -4 | -1
Cc1c(NC(=O)NCc2ccccc2)c(=O)n(-c2ccccc2)n1C | -1.2 | 3 | -0.2 | 3 | . | 2.0 | 2 | -2 | -1
CCC(C)N=Cc1c(Nc2ccccc2)nc2c(C)cccn2c1=O (stereo not given) | 4.9 | 5&3 | -0.4 | 1 | 2.5 | 0.1 | 6 | 0 | 1
CC(C)(C)c1ccc(CN2N=Nc3ccccc3S2(=O)=O)cc1 | 1.4 | 4 | 0.5 | 4 | . | 0.5 | 6 | -5 | 23
CCN(CC)C(=O)c1cccc(C)c1 | -1.1 | -10 | -0.6 | . | 2.9 | -0.7 | -1 | 5 | 3
COC1(OC)N=C(N)C2(C#N)C(c3cccc(Oc4ccccc4)c3)C12C#N (stereo not given) | -1.4 | -19 | i | -2 | . | -1.0 | -3 | -6 | -9
CC1=CC(C)(C)NC(=S)N1NC(=O)c1ccccc1Cl | 0.3 | 4 | -0.4 | 0 | 0.2 | -0.1 | 1 | 2 | -9
Cc1ccc2nc(-c3ccc(NC(=O)COC(=O)c4ccc(Br)o4)cc3)sc2c1 | 1.2 | -4 | -0.2 | -2 | . | 1.0 | -3 | -1 | -1
Cc1ccc(/C=C/C(=O)NC(=S)Nc2ccc(S(=O)(=O)Nc3cc(C)on3)cc2)cc1 | -0.3 | 7 | -0.5 | 6 | -1.6 | -2.3 | 2 | -2 | 11
